WT yeast gro inh: growth inhibition of WT yeast, mitochondrial fusion screen; inhibition, % at 10 µM; 190,000 tested, 2.1% active; mitochondrial fusion phenotypic screen, WT strain; in the data active = inhibition above about 58%; tested in S. cerevisiae
M1AAP inhibition: P. falciparum M1AAP inhibitors, biochemical, fluorogenic H-Leu-NHMec substrate, 1536-well (AID 1445); recombinant M1AAP, H-Leu-NHMec fluorogenic kinetic assay; higher % means a stronger effect; one-dose inhibition, % at 30 µM; IC50 in µM for titrated hits; 220,000 tested, 0.42% active;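 active = primary inhibition above the hit cutoff, then over 50% inhibition at one or more dose response concentrations, cut at about 23% in these data, passing the limit was not always enough; inconclusive = conflicting primary data, or primary hits not chosen for dose response; inactive = low primary inhibition, or under 50% at every dose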;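 note: plate controls were DMSO full reaction for no effect and no enzyme background for full effect; strong numbers were not always called active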
Myeloid diff MLP: promotes myeloid progenitor differentiation; 360,000 tested, 1% active; ER-HoxA9 myeloid progenitors, lysozyme-GFP differentiation, flow cytometry; calls only at 10 µM; AID 624256;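 active = normalized GFP-positive differentiation at or above the plate's own cutoff, the solvent-only control mean plus 3 SD; inconclusive = no clear call, values can overlap the other calls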;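 note: cells exposed to compound for four days before flow analysis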
PMI inhibition: MPI inhibition at elevated mannose 6-phosphate – biochemical, fluorescence intensity, high mannose 6-phosphate, primary screen (AID 1220); recombinant PMI enzyme, coupled fluorescence intensity; higher % means a stronger effect; inhibition, % at 20 µM, or IC50 in µM where a hit was titrated; 190,000 tested, 0.66% active
UTI89 phage lysis: protection from phage-mediated lysis, alamar blue read-out – E. coli UTI89, K1F phage, bacterial capsule biogenesis inhibitors (AID 488966); E. coli UTI89 K1F phage lysis, alamar blue, 2 h; higher % means a stronger effect; one-dose inhibition, % at 100 µM; IC50 in µM for titrated hits; 340,000 tested, 0.02% active;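 active = phage lysis inhibition, versus mean bacterial control, above a set limit; inconclusive = no clear call, values can overlap the other calls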;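 note: capsule biogenesis inhibitors block K1F phage lysis so surviving cells raise fluorescence; higher fluorescence means more inhibition of phage lysis; actives were called in the ten point dose series up to 300 µM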
human PMI inhibition: MPI enzyme activity inhibition – biochemical, fluorescence intensity, coupled assay, primary screen (AID 1209). one-dose inhibition, % at 20 µM; IC50 in µM for titrated hits. purified PMI enzyme, coupled fluorescence intensity; higher % means a stronger effect. 190,000 tested, 0.42% active;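 note: plate controls were DMSO vehicle for no effect and wells lacking substrate for full effect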
Lipid droplet: hepatic lipid droplet formation modulation. inhibition, % at 6.5 µM. AID 1656. AML12 mouse hepatocytes, oleate lipid droplets, BODIPY imaging. 240,000 tested, 0.4% active;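 active = lipid droplet intensity inhibited by at least 50%, with more than 500 cells counted; inconclusive = wells with under 300 cells, treated as cytotoxic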
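Assay system: AML12 hepatocytes (mouse) / Also added: 100 µM oleic acid challenge / Times: overnight treatment with compound plus oleate / Detection: high-content imaging of BODIPY-stained droplets and DAPI nuclei / Evaluation: % inhibition of lipid droplet signal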
ER stress rescue: rescue of cells from ER stress-induced death, primary screen, 384-well, CSM14.1, thapsigargin, ATP luminescence (AID 1222); one-dose cellular ATP content (survival), % at 20 µM; EC50 in µM for titrated hits; 190,000 tested, under 10 active; CSM14.1 thapsigargin-induced death rescue, ATP luminescence; higher % means a stronger effect;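 active = EC50 below 50 µM in the dose-response confirmation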;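 note: death triggered by thapsigargin at about 15 µM added after 2 h compound pretreatment; cell ATP read after overnight thapsigargin exposure of roughly 18 to 22 hours; normalized against plate controls of thapsigargin alone and 5% DMSO vehicle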
TNAP activators: stimulation of alkaline phosphatase TNAP activity – biochemical, luminescent, no phosphate acceptor, uHTS, primary screen (AID 1001) | purified TNAP, luminescent activation assay, no phosphate acceptor; higher activation fold means a stronger effect | activation fold at 20 µM; hits with a dose series show EC50 in µM | 200,000 tested, 0.03% active; in the data active = activation fold from about 3, or a potency from the dose series; inactive = the rest, 99 in 100 with activation fold below about 1.6; note: many of its hits are not listed in these tables
WT yeast gro inh mutant strain: second read-out of WT yeast gro inh, no call of its own (marks repeat the call); inhibition, %; mitochondrial fusion phenotypic screen, mutant strain inhibition
Lipid droplet cells 6.5 µM: further read-out of Lipid droplet, marked with its call; cell count; measured here: cell count, cytotoxicity flag;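 cells counted across two imaged fields per well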
Myeloid diff MLP GFP+ MAC1+ %: second read-out of Myeloid diff MLP, no call of its own (marks repeat the call); GFP+ MAC1+ double positive, %; measured here: differentiation confirmed by MAC1 staining
Starred values were filed as active, the others as inactive; i = inactive; u = inconclusive; x = not tested or not shown; + = active, no number; [ ] = remark or other dose. Cut-off read from the data, not from the text of the source, unless noted: active = inhibition above about 50%; inactive = the rest.

1. CCCC(C(=O)O)N1C(=O)/C(=C2\C(=O)N(C)c3ccccc32)SC1=S (stereo unspecified)
2. CNC(=S)N/N=C/c1c(C)nn(-c2cccc(Cl)c2)c1Cl
3. Cc1ccc(-n2c(CNc3ccc(F)cc3)nnc2SCC(=O)O)cc1
4. CCCNC(=O)c1[nH]c(C)c(C(=O)OCC)c1C
5. O=C(O)c1ccc2c(c1)C(=O)N(CCC1=CCCCC1)C2=O
6. COc1ccc(NC(=O)c2ccccc2F)cc1Cl
7. CCN(CC)CCNC(=O)c1ccc(N)cc1
8. Cc1occc1-c1nnc(SCC(=O)NC(C)(C)C)n1C(C)c1ccccc1 (stereo unspecified)
9. CCOC(=O)N1CCN(CC(O)COCc2ccc(Cl)cc2)CC1 (stereo unspecified)
10. CCc1cccc(NC(=O)Cn2c3[n+](c4ccc(C(F)(F)F)cc42)CCCCC3)c1

compound no.	1	2	3	4	5	6	7	8	9	10
WT yeast gro inh	x	-6	-2	11	-3	13	-5	1	-9	14
WT yeast gro inh mutant strain	x	-1	6	6	6	10	-8	14	4	8
M1AAP inhibition	x	2%	12%	-2%	2%	6%	4%	-4%	-2%	5%
Myeloid diff MLP	i	i	x	x	i	x	i	i	i	i
Myeloid diff MLP GFP+ MAC1+ %	0.4	0.7	x	x	0.6	x	2.2	0.7	1.0	0.5
PMI inhibition	33%	6%	-7%	0%	2%	-4%	15%	1%	-16%	0%
UTI89 phage lysis	0.8%[50 µM]	-0.2%	x	x	-1.6%[50 µM]	0.5%	-5.8%	2.5%	0.2%	0.9%[50 µM]
human PMI inhibition	16%	8%	-14%	10%	6%	-3%	2%	11%	-10%	3%
Lipid droplet	x	23	3	-2	2	0	-4	-1	-3	-1
Lipid droplet cells 6.5 µM	x	673	664	678	688	762	713	814	714	575
ER stress rescue	-2.0%	-0.4%	-0.7%	2.9%	0.2%	3.2%	0.3%	-3.8%	0.0%	-8.3%
TNAP activators	1	1.1	1.1	1.1	1.1	1.1	1.1	1.1	1	1

11. CC(C)=C1SC(N2CCN(c3ccc(Cl)cc3)CC2)=NC1=O
12. Cc1cc(C)n(CCNCc2c(C(=O)N3C[C@@H](C)O[C@@H](C)C3)nc3ccc(Cl)cn23)n1
13. CCOC(=O)N/N=C(\C)c1ccc(OC(F)F)cc1OC(F)F
14. Cc1ccc(-n2c(C)cc(C=C3C(=O)CC(C)(C)CC3=O)c2C)cc1
15. CC1CCN(Cc2nnnn2-c2ccc(Cl)cc2)CC1
16. O=C(c1ccc(Br)o1)N1CCN(c2ccc(F)cc2)CC1
17. Cc1oc(C(C)(C)C)cc1C(=O)N1CCCC1C(=O)O (stereo unspecified)
18. CNC(=O)CSc1nnc(-c2cccc(S(=O)(=O)N3CCOCC3)c2)n1-c1ccc(F)cc1
19. Cc1cc(NC(=O)c2cnn3c(C(F)(F)F)cc(-c4ccccc4)nc23)no1
20. O=[N+]([O-])c1nn(-c2ccccc2)n(O)c1=NCc1ccc2c(c1)OCO2

compound no.	11	12	13	14	15	16	17	18	19	20
WT yeast gro inh	6	-7	-12	-29	-3	13	-3	17	23	5
WT yeast gro inh mutant strain	-4	9	1	-8	10	10	5	-3	4	-8
M1AAP inhibition	-3%	5%	-4%	15%	6%	8%	5%	1%	3%	3%
Myeloid diff MLP	i	i	i	i	i	i	+	i	i	i
Myeloid diff MLP GFP+ MAC1+ %	0.3	0.1	0.5	0.6	0.9	1.5	2.1*	0.5	2.7	2.9
PMI inhibition	6%	1%	1%	0%	-10%	-1%	-9%	6%	-2%	3%
UTI89 phage lysis	-0.7%	-0.7%	0.1%	4.2%	5.3%	1.3%	0.0%	4.7%	2.5%	-0.9%
human PMI inhibition	1%	6%	1%	-6%	0%	3%	-14%	8%	6%	-1%
Lipid droplet	-7	-1	-1	19	10	1	12	5	-20	x
Lipid droplet cells 6.5 µM	743	692	703	726	698	362	744	649	794	x
ER stress rescue	-0.1%	0.1%	1.0%	0.7%	-0.6%	-2.1%	1.1%	-2.4%	-2.0%	7.3%
TNAP activators	1	1.1	1.1	1	1.2	1.1	1.1	1.1	1.1	1

Exported as tab-separated lines: entries from further up
no.	molecule	WT yeast gro inh	WT yeast gro inh mutant strain	M1AAP inhibition	Myeloid diff MLP	Myeloid diff MLP GFP+ MAC1+ %	PMI inhibition	UTI89 phage lysis	human PMI inhibition	Lipid droplet	Lipid droplet cells 6.5 µM	ER stress rescue	TNAP activators
11	CC(C)=C1SC(N2CCN(c3ccc(Cl)cc3)CC2)=NC1=O	6	-4	-3%	i	0.3	6%	-0.7%	1%	-7	743	-0.1%	1
12	Cc1cc(C)n(CCNCc2c(C(=O)N3C[C@@H](C)O[C@@H](C)C3)nc3ccc(Cl)cn23)n1	-7	9	5%	i	0.1	1%	-0.7%	6%	-1	692	0.1%	1.1
13	CCOC(=O)N/N=C(\C)c1ccc(OC(F)F)cc1OC(F)F	-12	1	-4%	i	0.5	1%	0.1%	1%	-1	703	1.0%	1.1

Next section:
21. COc1cccc(NC(=O)COc2ccc3c(c2)CCC3)c1
22. COC(=O)c1cc2oc3ccccc3c2n1CC(=O)Nc1ccccc1OC
23. CCOC(=O)C1=NN(C(C)=O)C2(CC(=O)N(c3cc(C)cc(C)c3)C2=O)C1 (stereo unspecified)
24. Cc1ccc(NS(=O)(=O)c2cc(C(=O)NCCSc3ccc(C)cc3)ccc2C)cc1
25. O=C(Nc1nc(=O)c2ccccc2s1)c1ccccc1
26. CCN(CCO)c1ccc(N=Nc2cc(C)[nH]n2)cc1
27. CC(C)CC(=O)Nc1nc(=S)ss1
28. Cn1c(SCc2c(Cl)cccc2Cl)nnc1-c1cccs1
29. CNS(=O)(=O)c1ccc(Oc2ccc(S(=O)(=O)NC)cc2)cc1
30. O=C(O)CCCCCCC1C(=O)NC(=O)N1CCC(O)C1CCCCC1 (stereo unspecified)

compound no.	21	22	23	24	25	26	27	28	29	30
WT yeast gro inh	35	1	3	-4	-1	x	9	13	9	-13
WT yeast gro inh mutant strain	6	-2	0	7	12	x	21	17	-3	3
M1AAP inhibition	5%	-2%	-3%	-2%	-1%	16%	-6%	2%	5%	3%
Myeloid diff MLP	i	i	i	i	i	i	i	i	i	i
Myeloid diff MLP GFP+ MAC1+ %	0.2	1.0	0.5	1.1	0.5	0.7	0.7	0.7	1.4	3.4
PMI inhibition	16%	-4%	12%	7%	-29%	x	14%	1%	6%	-3%
UTI89 phage lysis	0.2%	0.0%	0.9%[50 µM]	0.3%	-1.2%	0.4%	-0.1%	1.0%	0.5%	2.5%
human PMI inhibition	11%	-1%	-4%	14%	-11%	x	30%	-4%	10%	-2%
Lipid droplet	0	8	-17	x	4	-1	-20	x	2	-2
Lipid droplet cells 6.5 µM	701	808	692	x	755	685	765	x	789	711
ER stress rescue	-0.3%	-0.9%	-0.9%	5.4%	-1.9%	x	-1.6%	3.0%	2.0%	-3.1%
TNAP activators	1.1	1.2	1	1.1	1	x	1.1	1.2	1.1	1

31. CC(=O)Nc1ccc(S(=O)(=O)Nc2cccc(-c3csc(C)n3)c2)cc1
32. CCCc1nc(SCC(=O)N2CCCc3ccccc32)c2c(=O)n(C)c(=O)n(C)c2n1
33. COc1cccc(-c2noc(C3CCCN(C(=O)CC(C)(C)C)C3)n2)c1 (stereo unspecified)
34. CN(Cc1ccccc1)c1ccc(N2C(=O)CCC2=O)cc1[N+](=O)[O-]
35. CC[C@H](C)[C@H](NC(N)=O)C(=O)NCCc1ccc(OC)c(OC)c1
36. CCCC(=O)c1ccc2c(c1)OCCO2
37. COc1ccc(/C=N/NC(=O)c2cc(=O)[nH]c3ccccc23)cc1OC
38. C[N+]1([O-])[C@@H]2Cc3cc4c(cc3[C@@H]1Cc1cc3c(cc12)OCO3)OCO4 (stereo partly specified)
39. O=C1CC(N2CCN(Cc3ccccc3)CC2)C(=O)N1CCc1ccccc1 (stereo unspecified)
40. COc1cc(OC)c(OC)cc1CN(C)CCc1ccccn1
41. CC(C)Nc1nnc(SCC(=O)c2c[nH]c3ccccc23)s1
42. O=C(CSc1nnnn1C1CCCCC1)Nc1cccc(NC(=O)c2ccco2)c1
43. Cc1noc(C)c1COC(=O)CN(C)S(=O)(=O)c1ccc(Cl)cc1

compound no.	31	32	33	34	35	36	37	38	39	40	41	42	43
WT yeast gro inh	-5	73*	22	-11	-9	x	-5	x	2	7	-18	13	-1
WT yeast gro inh mutant strain	3	27*	1	9	4	x	-4	x	16	14	-2	11	-9
M1AAP inhibition	58µM*	-1%	1%	u	8%	18%	-2%	6%	-1%	5%	5%	5%	-3%
Myeloid diff MLP	i	i	i	i	i	i	i	i	i	i	i	i	i
Myeloid diff MLP GFP+ MAC1+ %	0.9	4.3	0.3	0.2	1.4	0.5	0.4	1.6	7.3	0.8	0.7	1.0	0.9
PMI inhibition	7%	3%	-1%	-11%	-5%	-8%	-4%	x	5%	7%	1%	10%	1%
UTI89 phage lysis	-0.5%	0.1%	0.3%	0.3%	-0.2%	-1.6%	-3.7%	-0.1%	0.6%	-0.2%	0.1%	1.0%	0.5%
human PMI inhibition	13%	8%	7%	-4%	-8%	-6%	-4%	x	2%	12%	15%	9%	5%
Lipid droplet	-15	-4	-10	-8	20	2	-1	15	x	-3	-6	-4	3
Lipid droplet cells 6.5 µM	715	655	730	713	667	747	711	666	x	601	658	715	796
ER stress rescue	3.5%	x	5.1%	0.0%	-0.1%	-3.7%	5.6%	x	-2.2%	x	-2.4%	x	-3.6%
TNAP activators	1.1	1.1	1	1	1.1	1.1	1	x	1.1	1.2	1	1.1	1
